Screens from PubChem BioAssay.
EPAC2 antag = antagonists of human EPAC2. Q8WZA2. EPAC2 GEF exchange of Rap1B-BODIPY-GDP, fluorescence. Potency, µM (titrated, usually from 114 µM), for inactives: at the top dose activity, negative = inhibition, hits mostly inhibitors. actives 0.18% (n = 360,000); note: potency is the fitted concentration of half-maximal effect; % is set by controls: 0 for no effect and ±100 for the full control effect; nearly all actives have a fitted effect of over 45% in size; many of its hits are not listed in these tables
EPAC2 agonist = agonists of human EPAC2 (RAPGEF4); Q8WZA2; EPAC2 activation, biochemical qHTS; response scale: 100% = 6.5 mM cAMP response; Potency, µM (highest dose often 154 µM), for inactives: top-dose activation, actives largely listed as activators; actives 0.079% (n = 360,000); AID 720711; note: potency is the fitted concentration of half-maximal effect; nearly all actives have a fitted effect of over 50% in size
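Guanine nucleotide exchange by EPAC2 is measured as reduced fluorescence of BODIPY-GDP once it is released from 250 nM Rap1B. Plates are read kinetically for 30 min at room temperature; results are scaled to 6.5 mM cAMP.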
aSyn rescue = rescues yeast growth from alpha-synuclein toxicity | Yeast expressing alpha-synuclein, growth rescue, BacTiter-Glo, 24 h | AID 652106 | actives 0.14% (n = 370,000) | Potency, µM (highest dose often 46.1 µM), for the others: at the top dose growth rescue (activation), usual class: activators; note: potency is the fitted concentration of half-maximal effect; % of control where 0% means no effect; nearly all actives have a fitted effect of over 65% in size
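Rescue of yeast growth: cells expressing toxic alpha-synuclein, induced in galactose at OD600 0.02, incubated with compound 24 h at 30 C. ATP luminescence quantified growth; inhibitors of toxicity appear as activators.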
FUS suppressor = suppressors of FUS proteinopathy in yeast | S. cerevisiae FUS-expressing, growth rescue, OD600, 24 h | Potency, µM (highest dose often 76.6 µM), for inactives: top-dose growth rescue (activation), hits mostly activators | actives 0.24% (n = 390,000);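 note: potency is the fitted concentration of half-maximal effect; plate controls were DMSO vehicle for no effect and reference control for full effect; nearly all actives have a fitted effect of over 55% in size; some results filed as inactive show a strong effect at the top dose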
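Yeast expressing FUS under galactose induction, OD 0.005 in 2% galactose medium; compounds in a dilution series, 24 h at 30C. Growth rescue by absorbance at 600 nm; CP55940 positive control, DMSO negative.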
DRD3 agonist = D3 dopamine receptor (human) agonism; P35462; max activation, %; D3R DiscoveRx beta-arrestin cells, luminescence, 90 min; actives 0.58% (n = 410,000); in the data active = max activation above about 30%; note: 0% is about no effect; mostly tested at two doses, the higher about 12 µM
Target sequence (P35462 whole entry, looked up): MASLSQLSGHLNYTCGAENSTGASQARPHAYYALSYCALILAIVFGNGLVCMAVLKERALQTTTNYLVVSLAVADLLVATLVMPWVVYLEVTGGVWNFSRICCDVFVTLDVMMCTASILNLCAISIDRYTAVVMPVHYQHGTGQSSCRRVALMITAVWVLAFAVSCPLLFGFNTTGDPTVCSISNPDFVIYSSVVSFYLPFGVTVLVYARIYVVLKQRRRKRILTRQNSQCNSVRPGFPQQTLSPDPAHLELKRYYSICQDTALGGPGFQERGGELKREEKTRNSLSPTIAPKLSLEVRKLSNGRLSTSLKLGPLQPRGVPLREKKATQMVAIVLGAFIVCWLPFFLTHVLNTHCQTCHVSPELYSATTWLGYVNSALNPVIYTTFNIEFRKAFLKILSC
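Agonist-mode cell screen: cells plated at 1500/well and incubated overnight at 37 °C, then exposed to library compounds for 90 min at 37 °C. Detection reagent was added for 30–60 min at room temperature, and luminescence was read.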
TDP43 rescue = inhibitors of TDP-43 toxicity in yeast. AID 652104. actives 1.8% (n = 410,000). Potency, µM (doses to about 46.1 µM), without a hit: at the highest dose growth rescue (activation), actives largely listed as activators. TDP-43 expressing yeast growth rescue, BacTiter-Glo, 24 h; note: potency is the fitted concentration of half-maximal effect; % of control where 0% means no effect; nearly all actives have a fitted effect of over 50% in size
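Readout is BacTiter-Glo luminescence of cell growth, so inhibitors register as activators. TDP-43-expressing yeast at OD600=0.02 in galactose medium, after raffinose pregrowth to mid-log, were incubated with compound for 24 hr at 30 deg C.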
DRD3 antagonist = antagonists of human D3 dopamine receptor | D3R cells, DiscoveRx beta-arrestin luminescence, antagonist mode; stronger effect = lower value | max response, negative = inhibition, % | actives 2.5% (n = 360,000); in the data active = max response below about -50%; inconclusive = no clear call, values can overlap the other calls; note: % is set by controls: 0 for no effect and ±100 for the full control effect; mostly tested at two doses, the higher about 12 µM
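Cells expressing the human receptor were seeded at 1500 cells/well, incubated overnight at 37 degrees C in 5% CO2, then exposed to library compounds with dopamine controls for 90 minutes at 37 degrees C before luminescent detection.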
Abeta rescue = A-beta toxicity reversal in yeast; yeast expressing A-beta42, growth rescue, OD600, 48 h; response scale: 0% DMSO, 100% iron-clioquinol control; Potency, µM (highest dose often 46.1 µM), for the others: at the top dose growth rescue, most hits filed as activators; actives 0.063% (n = 410,000); AID 1347071; note: potency is the fitted concentration of half-maximal effect; nearly all actives have a fitted effect of over 55% in size
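Yeast growth medium received pinned compounds, then yeast cells expressing toxic A-beta were added; plates incubated at 30 C for 48 hr. Growth read as absorbance at 600 nm, normalized to DMSO and equimolar FeCl3 plus clioquinol controls.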
Starred values were filed as active, the others as inactive; ? = inconclusive; / = no result given; [ ] = remark or other dose. Unless noted, calls come from the whole dose curve; as a rule, active = well fitted curve in the direction sought with a large enough effect; inconclusive = small, poorly fitted or top-dose-only effect, or another doubt; inactive = no such curve, though single readings can be large; an effect the other way counts as inactive or inconclusive.

Start of the data: the first 4 compounds as a preview:
SMILES | EPAC2 antag | EPAC2 agonist | aSyn rescue | FUS suppressor | DRD3 agonist | TDP43 rescue | DRD3 antagonist | Abeta rescue
CC(C)(C)c1nn(-c2ccccc2)c2[nH]c(=O)c(C=O)cc12 | -5% | -6% | -16% | -3% | -34 | ? | -101* | 1%
Cc1cc2c(cc1C)NC(c1cccnc1)C1=C(CC(C)(C)CC1=O)N2 (stereo unspecified) | 1% | 6% | -2% | 10% | 4 | 8% | -25 | 3%
Cc1ccc2onc(CNC(=O)N3CCN(c4cccc(C)c4C)CC3)c2c1 | / | / | / | ? | 6 | 20µM* | / | -13%
COC(=O)c1ccc(NC(=O)COC(=O)C2=NN(c3ccccc3)C(=O)CC2)cc1 | -11% | 3% | 5% | -5% | 4 | 11% | -21 | -3%

The whole of this part, from the first entry:
SMILES | EPAC2 antag | EPAC2 agonist | aSyn rescue | FUS suppressor | DRD3 agonist | TDP43 rescue | DRD3 antagonist | Abeta rescue
CC(C)(C)c1nn(-c2ccccc2)c2[nH]c(=O)c(C=O)cc12 | -5% | -6% | -16% | -3% | -34 | ? | -101* | 1%
Cc1cc2c(cc1C)NC(c1cccnc1)C1=C(CC(C)(C)CC1=O)N2 (stereo unspecified) | 1% | 6% | -2% | 10% | 4 | 8% | -25 | 3%
Cc1ccc2onc(CNC(=O)N3CCN(c4cccc(C)c4C)CC3)c2c1 | / | / | / | ? | 6 | 20µM* | / | -13%
COC(=O)c1ccc(NC(=O)COC(=O)C2=NN(c3ccccc3)C(=O)CC2)cc1 | -11% | 3% | 5% | -5% | 4 | 11% | -21 | -3%
CCn1nc(C)cc1C(=O)NC1CCCc2c1cnn2-c1cc(F)cc(F)c1 (stereo unspecified) | 16% | 2% | 3% | / | 17 | 30% | 5 | -17%
COc1cc(/C=C/C(=O)O)cc(S(=O)(=O)NCCO)c1OC | 11% | 4% | 6% | -1% | -1 | 9% | -1 | -1%
c1ccc2oc(-c3[nH]ncc3CN3CCC(N4CCSCC4)CC3)cc2c1 | -5% | 10% | -6% | 17% | -9 | -11% | 2 | 7%
Cn1nnnc1SCCNCc1ccc(OCc2ccccc2Cl)cc1 | / | / | / | 9% | 23 | -27% | / | -18%
COc1ccc(NC(=O)N(C)C[C@H]2Oc3ccc(NC(=O)c4ccncc4)cc3C(=O)N([C@H](C)CO)C[C@@H]2C)cc1 | -9% | 14% | -6% | 9% | -16 | 5% | 0 | 7%
CCn1nc(C(=O)N2CCc3ccccc3C2)c2ccccc2c1=O | -1% | 4% | 6% | 10% | 4 | 21% | 4 | -6%
O=C(Nc1nc(-c2ccc(S(=O)(=O)N3CCCC3)cc2)cs1)c1cccs1 | -4% | 11% | 1% | 2% | 1 | 17% | 3 | 1%
O=C(CN1CCOCC1)Nc1nc(-c2ccc(Cl)cc2)cs1 | -3% | 13% | 11% | 3% | 11 | -3% | 13 | -10%
COc1ccc(CNC(=O)/C(C)=C\C(=O)O)cc1 | 2% | 1% | 4% | 6% | 2 | ? | -6 | -6%
CCOC(=O)CNC(=O)/C(=C\c1ccc(F)cc1)NC(=O)c1ccccc1 | -7% | -2% | -3% | 5% | -1 | -3% | -2 | -1%
Cc1ccc(CSc2nnc(NC(=O)C3COc4ccccc4O3)s2)cc1 (stereo unspecified) | -5% | 14% | -6% | -2% | -6 | 13% | -13 | -1%
C[C@@H]1CN([C@@H](C)CO)C(=O)c2cc(Br)cnc2O[C@H]1CN(C)C(=O)Cc1ccccn1 | 0% | 7% | 2% | 0% | 1 | 0% | 2 | 1%
CN(C)c1ccc(NC(=O)Cn2nnc3sc4c(c3c2=O)CCC(C(C)(C)C)C4)cc1 (stereo unspecified) | / | / | / | 7% | 9 | 10% | / | 2%
NC(=O)c1ccc(Nc2nc(C(N)c3ccccc3Cl)cs2)cc1 (stereo unspecified) | -8% | 0% | -6% | 10% | 6 | 24% | 5 | 22%
Cc1ccc(C(C)C)c(OCC(O)CN2CCN(c3ccccc3F)CC2)c1 (stereo unspecified) | / | / | / | 5% | 26 | 14% | / | -7%
N#Cc1ccccc1COC(=O)c1cc(=O)c2ccccc2o1 | -6% | 3% | 3% | -7% | 2 | -3% | -19 | -6%
CC1CCCN(S(=O)(=O)c2ccc(NC(=O)CN3CCN(C)CC3)cc2)C1 (stereo unspecified) | -4% | 8% | -5% | 22% | -3 | 18% | 5 | -16%
COCCOC(=O)C1=C(C)Nc2ncnn2C1c1ccc(F)cc1 (stereo unspecified) | -1% | 6% | -1% | 4% | -4 | -13% | -17 | -3%
O=C(c1ccccc1SCc1ccc(F)cc1)N1CCOCC1 | -7% | 10% | 7% | -7% | 0 | 13% | 12 | 8%
Cc1ccc(OCC(=O)Nc2ccccc2C(=O)OCc2cc(=O)n3c(C)csc3n2)cc1 | / | / | / | 7% | 2 | 17% | / | -17%
CN1CCN(c2ccc(CNC[C@H]3O[C@@H](n4cnc5c(=O)[nH]c(N)nc54)[C@H](O)[C@@H]3O)c(S(C)(=O)=O)c2)CC1 | 1% | 3% | 2% | 4% | 10 | 11% | 18 | -3%
CCN(CC)S(=O)(=O)N1CCC(C(=O)NCCC2=CCCCC2)CC1 | 1% | 6% | -1% | -2% | 3 | 9% | 9 | -2%
CNc1ccc(/C=C2\COc3ccccc3C2=O)cc1[N+](=O)[O-] | -3% | -10% | 7% | -31% | 0 | 24% | 9 | 0%
O=C(NCC1CCCO1)c1cncc(Br)c1 (stereo unspecified) | -4% | -1% | 3% | -24% | 3 | 1% | 5 | -3%
CCN1CCn2c1nc(N1CCOCC1)nc2=O | -2% | 8% | 15% | -15% | 0 | -20% | -10 | 0%
CCOC(=O)c1c(C)c(-c2ccccc2)n(CC(=O)Nc2cccc(C)c2C)c1C | / | / | / | -22% | 0 | 13% | / | -8%
Cn1c(NCc2cc(Br)ccc2O)nc2ccccc21 | -6% | 12% | -3% | 13% | -2 | -7% | 0 | 1%
CCOc1ccc(C(=O)N(c2ccccn2)C2CCCCC2)cc1 | -5% | 3% | 0% | -67%[inhibitor] | 13 | 0% | -17 | -2%
N/C(=N\S(=O)(=O)c1ccccc1)c1ccc([N+](=O)[O-])cc1 | 13% | -2% | 1% | 4% | 4 | -2% | 5 | 5%
O=C1C(Cc2ccccc2)Nc2ncnc(N3CCc4ccccc4C3)c2N1Cc1ccccc1 (stereo unspecified) | 8% | 3% | 9% | ? | 26 | 5% | -18 | 5%
O=C(Nc1ccc2c(c1)OCCO2)C1CCCN(c2ncccn2)C1 (stereo unspecified) | 4% | -5% | -9% | 7% | 4 | ? | 38 | -9%
COC(=O)c1cc(S(=O)(=O)N2CCCC(C)C2)cn1C (stereo unspecified) | 6% | -4% | -2% | -29% | 4 | 25% | 15 | -3%
COc1ccc(NC(=O)c2cc(OC)c(OC)c(OC)c2)cn1 | 18% | -3% | 4% | 0% | -5 | 0% | 0 | -2%
O=C(Nc1cccc(Cl)c1Cl)c1ccccc1OCC(=O)N1CCOCC1 | 9% | -7% | 6% | / | -5 | 10% | 23 | 1%
CCOc1ccc(NC(=O)CNC(=O)c2ccc(OC)cc2)cc1 | 3% | 1% | 5% | 35% | 0 | 19% | 5 | -1%
Cc1ccc(NC(=O)N(Cc2cccnc2)Cc2ccco2)cc1C | 9% | -4% | -3% | 10% | 18 | -24% | 12 | 10%
O=C(NCCN1CCOCC1)c1cc(-c2ccc(Cl)s2)nc2ccccc12 | 10% | 3% | -3% | -6% | -13 | -11% | -20 | -16%
CCOc1ccc(C(=O)N[C@H](C(=O)Nc2cccc(S(=O)(=O)N3CCOCC3)c2)C(C)C)cc1 | 11% | -4% | -1% | 4% | 1 | 20% | -2 | 3%
CC(C(=O)Nc1ccccn1)N1C(=O)C2C3C=CC(C3)C2C1=O (stereo unspecified) | 0% | 4% | 2% | -1% | 1 | 3% | -4 | -5%
Cc1cc(OC(=O)C2CC2)c([N+](=O)[O-])c(=O)[nH]1 | 8% | 4% | 1% | -8% | 11 | -15% | 24 | -14%
O=c1c2cnn(-c3ccccc3)c2ncn1Cc1cccnc1 | -10% | -14% | 2% | 0% | 1 | -3% | -5 | 0%
CCOC(=O)c1c(S(=O)(=O)N2CCCC(C(=O)Nc3cc(C)ccc3OC)C2)c(C)n(C)c1C (stereo unspecified) | / | / | / | -13% | -5 | ? | / | 3%
O=C(N/N=C/c1c(Cl)cccc1Cl)c1cccc(F)c1 | 2% | 8% | 0% | 0% | -4 | -6% | -13 | 12%
Cc1ccc(C2CC(=O)C=C(NCc3ccccc3)C2)cc1 (stereo unspecified) | -1% | 5% | 14% | 15% | -15 | 5% | -24 | -7%
COc1ccc(NC(=O)C(NC(=O)CNC(C)=O)c2ccc(C)cc2)cc1 (stereo unspecified) | -1% | 10% | 6% | 1% | -5 | 6% | -22 | 7%
CCCN1CCN(C(=O)c2ccc3[nH]c(C)c(C)c3c2)CC1 | -5% | 1% | -2% | -13% | -10 | -1% | -87* | -4%
COc1cccc(CN(C)C(=O)COc2ccc(C(=O)c3ccc(Cl)cc3)cc2)c1OC | 0% | 14% | -3% | ? | -6 | ? | 8 | 4%
COc1ccccc1-c1noc(-c2cccs2)n1 | 6% | 10% | -2% | 17% | 2 | 5% | 11 | -19%
Cc1ccc(-c2nc(CS(=O)CC(=O)NCc3ccccc3)c(C)o2)cc1 (stereo unspecified) | 6% | 6% | 6% | 6% | -3 | 11% | -28 | 5%
CCN(CC(=O)Nc1c(F)cccc1F)C(=O)CSc1nnc(-c2ccco2)n1CC | -4% | 14% | -2% | 11% | -6 | 1% | -18 | 5%
Cc1nnc(NC(=O)CSc2nc(C3CCCCC3)nc3ccccc23)s1 | 5% | 6% | 1% | -14% | 7 | -9% | 8 | 8%
COc1ccc(C(=O)NNC(=S)NC(=O)c2ccc(OC)cc2)cc1 | -20% | -5% | 13% | 10% | -2 | 19% | 15 | ?
COc1ccc(CSc2nnc(NC(C)=O)s2)cc1[N+](=O)[O-] | 2% | 12% | 1% | -6% | -5 | -7% | -8 | -2%
CCOC(=O)c1[nH]c(C)c(C(=O)Nc2ccc(C)c(F)c2)c1C | 2% | 3% | -8% | 23% | -12 | 0% | -20 | -2%

This is a subset, so the mix of outcomes need not match the whole.
